NPSR antagonist: neuropeptide S receptor (human) antagonism, cAMP; CHO-NPSR cells, cAMP TR-FRET, antagonist mode; Q6W5P4; actives 1% (n = 220,000); Potency, µM (doses to about 38.3 µM), for the others: at the top dose activity change, negative = inhibition, hits mostly inhibitors; further: potency means the concentration at half of the fitted maximal effect; on the % scale 0 is the no-effect control and ±100 the full control effect; nearly all actives have a fitted effect of over 50% in size; many of its hits are not listed in these tables
Target sequence (Q6W5P4 whole entry, looked up): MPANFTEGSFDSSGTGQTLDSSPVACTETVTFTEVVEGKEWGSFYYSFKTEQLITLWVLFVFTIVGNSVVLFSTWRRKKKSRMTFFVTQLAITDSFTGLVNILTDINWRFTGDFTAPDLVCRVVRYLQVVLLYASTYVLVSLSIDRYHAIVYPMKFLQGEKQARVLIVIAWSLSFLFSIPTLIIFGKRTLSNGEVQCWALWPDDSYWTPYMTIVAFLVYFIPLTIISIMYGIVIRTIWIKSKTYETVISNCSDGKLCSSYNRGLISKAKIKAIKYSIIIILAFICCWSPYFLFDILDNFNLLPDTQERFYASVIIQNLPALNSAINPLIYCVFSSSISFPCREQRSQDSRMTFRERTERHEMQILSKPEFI
Luc counter: Kinase-Glo luciferase inhibition (counter-screen) | Kinase-Glo luciferase, ATP luminescence, 8 min | Q27757 | Potency, µM (top dose mostly 38.3 µM), inactives show at the highest dose activity change, negative = inhibition, most hits filed as inhibitors | actives 0.28% (n = 200,000) | AID 1379; further: potency means the concentration at half of the fitted maximal effect; on the % scale 0 is the no-effect control and ±100 the full control effect; nearly all actives have a fitted effect of over 60% in size
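Luminescence was the read-out, taken after 8-minute incubation at ambient temperature. Luciferase turned over luciferin with 10 uM ATP in imidazole pH 7.2 buffer containing KCl, MgCl2, Tween 20 and BSA.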
aGal spleen mod: inhibits or activates alpha-galactosidase in human spleen homogenate | human spleen homogenate, 4MU-alpha-Gal fluorescence, 40 min | actives 0.008% (n = 240,000) | Potency, µM (highest dose often 80 µM), for the others: at the top dose activity change, negative = inhibition, actives largely listed as inhibitors;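 further: potency means the concentration at half of the fitted maximal effect; 0% = enzyme with vehicle and -100% = no enzyme basal signal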
Target sequence (P06280 32-429 limits assumed): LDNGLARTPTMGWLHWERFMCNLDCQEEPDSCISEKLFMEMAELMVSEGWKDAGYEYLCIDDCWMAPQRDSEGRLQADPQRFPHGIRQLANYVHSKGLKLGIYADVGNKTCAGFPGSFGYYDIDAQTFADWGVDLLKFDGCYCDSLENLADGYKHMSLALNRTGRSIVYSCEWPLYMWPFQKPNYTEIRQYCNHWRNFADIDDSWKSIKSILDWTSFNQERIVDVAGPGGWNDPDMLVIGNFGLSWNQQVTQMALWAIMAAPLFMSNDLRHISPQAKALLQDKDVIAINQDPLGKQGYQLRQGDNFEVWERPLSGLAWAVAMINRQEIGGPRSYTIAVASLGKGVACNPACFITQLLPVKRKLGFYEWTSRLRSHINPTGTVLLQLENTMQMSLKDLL
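Fluorogenic readout (Ex 365/Em 440 nm) of 4-methylumbelliferone released from 1 mM 4-MU-alpha-galactoside by spleen homogenate, 40 min at 37C, pH 5.0. Data normalized to no-enzyme and enzyme controls; Hill-equation AC50 from compound titrations.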
IMPase Li inh: cell-permeable IMPase inhibitors with lithium potentiation; AID 1457; Potency, µM (titrated, usually from 59.4 µM), inactives show top-dose activity, negative = IMPase inhibition, usual class: inhibitors; CHO-M1 cells, IP1 TR-FRET (IP-One), carbachol + lithium; actives 0.35% (n = 210,000);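 further: IP1 builds up when IMPase is blocked and the TR-FRET signal falls; potency means the concentration at half of the fitted maximal effect; plate controls were basal vehicle for no effect and high inhibitor control for full effect; nearly all actives have a fitted effect of over 50% in size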
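Readout is a homogeneous TR-FRET IP1 immunoassay (Ex 320, Em 665 and 620), where raised cytosolic IP1 lowers signal. Cells were CHO-M1 treated 30 min at 37C with test compounds plus a little lithium; AC50 values came from Hill-equation fitting.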
CBFb-RUNX1 inh: inhibitors of human CBF-beta and RUNX1 interaction; 230,000 tested, under 10 active; Potency, µM (doses to about 59.8 µM), for the others: at the highest dose activity, negative = inhibition, actives largely listed as inhibitors; AID 1477; AlphaScreen CBFb-His/RUNX1-biotin binding, biochemical; further: % of control where 0% means no effect
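AlphaScreen binding: CBFb-His and RUNX1-biotin (30 nM each) preincubated 20 min, compound added for 15 min, then nickel and streptavidin beads for 90 min, all at room temperature. Disruption of the interaction by any mechanism counts as activity.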
Epigenetic derep: derepresses silenced GFP reporter in murine cells; murine LDR cells, GFP reporter derepression, 30 h; Potency, µM (doses to about 53.9 µM), inactives show at the top dose GFP activation, usual class: activators; actives 0.2% (n = 280,000); further: potency means the concentration at half of the fitted maximal effect; % of control where 0% means no effect; nearly all actives have a fitted effect of over 60% in size
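Reporter derepression read as number of fluorescent GFP-positive objects, 20-120 um in size, counted by laser-scanning cytometer. Mouse LDR line with an epigenetically silenced CMV-GFP locus; compound incubation 30 h, 37 C.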
LMNA splice mod: changes lamin A minigene splicing in HeLa cells. HeLa LMNA splicing GFP/RFP minigene ratio, 48 h. Potency, µM (doses to about 46.1 µM), without a hit: at the top dose ratio change, negative = inhibition, most hits filed as inhibitors. actives 0.01% (n = 200,000). AID 1487; active means well fitted inhibition curve with a large enough effect in the signal ratio, with a control signal flat, not every such curve was filed as active; inconclusive means small, poorly fitted or top-dose-only effect, or effect the other way, or a change in a side signal; the % refers to the signal ratio; further: potency means the concentration at half of the fitted maximal effect; on the % scale 0 is the no-effect control and ±100 the full control effect
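Read-out is the ratio of GFP to DsRed2 object intensity, acquired by 488 nm laser-scanning cytometry on HeLa lamin A-EGFP minigene reporter cells. Compound incubation 48 hrs at 37 °C in Opti-MEM with 2% FBS; DMSO 0.5% final.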
Numbers without * were called inactive; ? = inconclusive; nt = not tested or not shown; [ ] = another dose, or the depositor's remark. Unless noted, the call rests on the fitted dose curve; in most records, active means well fitted curve in the direction sought with a large enough effect; inconclusive means small, poorly fitted or top-dose-only effect, or another doubt; inactive means no such curve, though single readings can be large; an effect the other way counts as inactive or inconclusive. Only part of the results is shown; rates above refer to the full screens.

Order of values – NPSR antagonist | Luc counter | aGal spleen mod | IMPase Li inh | CBFb-RUNX1 inh | Epigenetic derep | LMNA splice mod
1. Cc1cc(C(F)(F)F)c(C#N)c(SCC(=O)NC2CC2)n1
→ 0%[7.67 µM] | 15% | 3% | 0%[38.3 µM] | 3% | 0.5% | -3%
2. CCOC(=O)c1cc2cc(F)ccc2nc1C
→ -7%[46.1 µM] | 1% | 5% | -17%[38.3 µM] | 13% | -0.8% | 5%
3. O=C(O)CCCCCN1C(=O)CSC1=S
→ -3%[46.1 µM] | -2% | 0% | -12%[38.3 µM] | -1% | 4.1% | -14%
4. Cc1ccc2[nH]c(=O)c(-c3nc4c(C)cccn4c3NCc3ccco3)cc2c1
→ -1%[46.1 µM] | -5% | -15% | 10%[38.3 µM] | 5% | 3.2% | 4%
5. COc1ccc(Cn2c(C3CCCCC3)nc3c(c(=O)c4ccccc4n3C)c2=O)cc1
→ ? | nt | 1% | nt | 5% | -1.8% | nt
6. O=C1/C(=C/c2cccnc2)Oc2cc(OS(=O)(=O)c3ccccc3)ccc21
→ -15%[46.1 µM] | 4% | -1% | 46%[activator][38.3 µM] | -20% | -4.6% | -8%
7. O=C(c1cccs1)N1CCN(C(=O)N2CCOCC2)CC1
→ -11%[46.1 µM] | 2% | -1% | 28%[38.3 µM] | 5% | 0.0% | 1%
8. Cc1oc(-c2ccc(Cl)cc2)nc1CS(=O)CC(=O)NCCN1CCCC1 (centres undefined)
→ -5%[46.1 µM] | 2% | 7% | ? | -1% | 0.0% | -12%
9. COc1cc2nc(NCC3CCCO3)n3nc(-c4cccnc4)nc3c2cc1OC (centres undefined)
→ 7%[46.1 µM] | 1% | 8% | 27%[38.3 µM] | 0% | 1.8% | 7%
10. CSc1nc(-c2ccccc2)nc2c1COC(C)(C)C2
→ -6%[46.1 µM] | 3% | 11% | -5%[38.3 µM] | 2% | 0.7% | 2%
11. COC(=O)c1ccc(NC(=O)CSc2nnc(Cc3cccn3C)n2-c2ccc(F)cc2)cc1
→ -32% | -2% | -1% | 5% | -13% | 1.0% | -7%
12. Cc1nn(C)cc1CNC(=O)Nc1ccc(Cl)c(Cl)c1
→ -7%[46.1 µM] | -4% | -2% | 35%[activator][38.3 µM] | 0% | -8.9% | 1%
13. Cn1cc(P(=O)(N2CCOCC2)N2CCOCC2)cc1P(=S)(N1CCOCC1)N1CCOCC1
→ 4% | -4% | -4% | 1% | 8% | -0.1% | -4%[46 µM]
14. NC(=O)N1CC(O)CC1C(=O)Nc1ccc(Cl)c(Cl)c1 (centres undefined)
→ -4%[46.1 µM] | -1% | -8% | -2%[38.3 µM] | 8% | -4.3% | 8%
15. O=C(COc1ccc(-n2ccnc2)cc1)Nc1cccc(F)c1
→ -33% | nt | 11% | nt | -1% | -1.6% | nt
16. CNC(=O)[C@H](C)/C=C(\c1cccnc1)C(NC(=O)OCc1ccccc1)c1ccc(C(=O)OC)cc1 (some centres undefined)
→ nt | -4% | 4% | -8% | -12% | 2.5% | nt
17. CN1C(=O)N(C)C2CC1N(C)C(=O)N2C
→ -3%[46.1 µM] | 4% | 4% | -6%[38.3 µM] | 2% | 0.0% | 3%
18. C/C(=N\Nc1ncc(Cl)cc1Cl)c1ccc(S(=O)(=O)NCc2ccco2)cc1
→ -22% | 0% | -10% | 17% | -20% | -3.2% | ?
19. Cc1ccc(C)c(N2CCN(C(=O)CN(C)S(=O)(=O)c3ccc4c(c3)CCC(=O)N4)CC2)c1
→ -12%[46.1 µM] | 1% | -2% | 2%[38.3 µM] | -7% | 1.0% | -21%
20. O=C(NCc1ccccc1)c1ccc(Cl)cc1[N+](=O)[O-]
→ -5%[46.1 µM] | 0% | -13% | -9%[38.3 µM] | -1% | 1.3% | 2%
21. CC(C)CC(=O)NC(=S)Nc1ccc(CN2CCOCC2)cc1
→ -7% | nt | 8% | nt | 2% | 0.1% | nt
22. Cc1ccc(/C=N/NC(=O)CN2CCN(Cc3ccccc3)CC2)o1
→ 8% | nt | 10% | nt | 3% | 0.0% | nt
23. CN(C(=O)COC(=O)/C=C/c1ccccc1[N+](=O)[O-])c1ccccc1
→ 1% | 0% | 3% | -1% | 9% | -2.2% | -12%[46 µM]
24. COc1ccc2c(c1)c1nc3ccccc3nc1n2CC(=O)OC(C)C
→ -2%[46.1 µM] | -1% | -27% | 0%[38.3 µM] | 2% | ? | 7%
25. Oc1ccc(CNC2CCCCC2)cc1
→ -4%[46.1 µM] | 1% | 3% | -11%[38.3 µM] | -1% | -2.0% | 1%[0.0737 µM]
26. Cc1ccc2cn[nH]c2c1[N+](=O)[O-]
→ 6% | -2% | 7% | 21% | -6% | 1.1% | nt
27. CN1CC=C2C(C#N)=C(N)C(C#N)(C#N)C(c3cccc(Cl)c3Cl)C2C1 (centres undefined)
→ -6%[46.1 µM] | 1% | 19% | 12%[38.3 µM] | -8% | -0.8% | -9%
28. CC(C)(C)C(=O)/C(C#N)=C/c1ccc(O)cc1
→ 2% | 1% | -26% | 27% | 18% | -2.5% | -4%[46 µM]
29. CCOc1ccc(CCNS(=O)(=O)c2ccc3c(c2)NC(=O)CC(=O)N3)cc1OCC
→ 5% | -2% | -6% | 3% | -8% | -0.4% | -5%[46 µM]
30. CC1CC(C)CN(C(=O)CSc2ccsc2[N+](=O)[O-])C1 (centres undefined)
→ -23% | 4% | -6% | 8% | 1% | -0.3% | ?
31. CCCN1C(=O)c2ccccc2NC1c1ccc(OC)cc1OC (centres undefined)
→ -26%[46.1 µM] | -1% | 14% | 2%[38.3 µM] | 7% | -1.0% | 17%
32. CN(C)S(=O)(=O)n1ccnc1
→ -1%[46.1 µM] | 16% | -5% | 11%[38.3 µM] | 0% | 1.0% | 8%
33. COc1cc(/C=N/NC(=O)c2cc(-c3ccccc3)sc2N)cc(OC)c1OC
→ -32% | nt | -1% | nt | -11% | 0.1% | nt
34. Cc1cc(=O)[nH]c2ccc(Cl)cc12
→ -4%[46.1 µM] | 0% | -4% | 7%[38.3 µM] | 12% | -7.5% | ?
35. CCn1c(COc2ccccc2C(N)=O)nc2ccccc21
→ -1%[46.1 µM] | -8% | -14% | -11% | 8% | 1.4% | -12%
36. NC(=O)c1sc(=S)n(-c2ccc(Br)cc2)c1N
→ -1%[46.1 µM] | 16% | -1% | 10%[38.3 µM] | -8% | 0.7% | -2%
37. CCCNS(=O)(=O)c1ccc(OCC(=O)Nc2ccc3c(c2)OCO3)cc1
→ -14% | 5% | 11% | 1% | 0% | -3.2% | nt
38. O=C(CCNc1cc(Cl)cc(Cl)c1)c1cccs1
→ -19%[46.1 µM] | 0% | -15% | 14%[38.3 µM] | 0% | -1.1% | ?
39. O=C(CSc1nc2ccsc2c(=O)n1CC1CCC(C(=O)O)CC1)c1ccc(Cl)cc1 (centres undefined)
→ -50% | -3% | -5% | 0% | -15% | -4.6% | 22%[9.22 µM]
40. COCCN1Cc2cccc(C(=O)Nc3c(C)cc(C)cc3C)c2C1=O
→ ? | -7% | -5% | -9%[38.3 µM] | -6% | 1.3% | 7%
41. NC(=S)N/N=C/c1ccc(-c2ccccc2)o1
→ -47% | -3% | -1% | -7% | 2% | 1.2% | ?
42. C=CCNC(=O)c1c(-c2c(F)cccc2Cl)noc1C
→ -2%[46.1 µM] | -2% | 6% | 17%[38.3 µM] | 1% | -0.1% | 14%
43. COc1cc(-c2nnc(COc3ccc4ccccc4c3)o2)cc(OC)c1OC
→ -16%[46.1 µM] | -1% | -8% | 11%[38.3 µM] | 4% | 2.2% | -4%
44. COCCCNC(=O)C(=O)NC1CCCCC1C (centres undefined)
→ 4% | 1% | 1% | -1% | -3% | -1.5% | 5%[46 µM]
45. CCCc1nc(NCc2ccccc2)c(C#N)c2c1CCCC2
→ -37% | 1% | 5% | 7% | -3% | -0.9% | 11%
46. Cc1ccc(-n2c(N)c(C(=O)Nc3ccccc3F)sc2=S)cc1C
→ -20% | 4% | -3% | 8% | ? | -0.9% | nt
47. CN(Cc1ccco1)c1ncnc2ccc(-c3ccoc3)cc12
→ nt | nt | 0% | 17% | nt | nt | ?
48. O=C(Nc1cccc(-c2csc(Nc3ccccc3)n2)c1)c1ccccc1
→ ? | nt | -15% | nt | 6% | 0.4% | nt
49. O=C1SC(SCc2ccccc2)=N/C1=C\c1ccc(C(=O)O)cc1
→ -15% | -2% | 6% | -1% | -2% | -1.6% | nt
50. COC(=O)[C@H](C)NC(=O)/C=C/c1ccc(OC)cc1
→ 15% | -6% | -7% | 13% | 3% | -1.0% | -9%
51. Cn1cc([N+](=O)[O-])c(C(=O)NCC(=O)O)n1
→ 13% | -3% | -2% | -4% | 8% | 9.2% | nt
52. COC(=O)c1ccc(C2C(C#N)=C(N)Oc3cc(C)n(C)c(=O)c32)cc1 (centres undefined)
→ -10%[46.1 µM] | 2% | -1% | -7%[38.3 µM] | 2% | 0.0% | 3%
53. O=C1C2C(c3ccccc3)C=CC(c3ccccc3)C2C(=O)N1c1cccnc1 (centres undefined)
→ -24% | -2% | -4% | 2% | -3% | 1.1% | -16%
54. O=C(Cn1nnc(-c2ccc(NC(=O)c3ccccc3F)cc2)n1)NCc1ccc(F)cc1
→ 4% | nt | 4% | nt | 13% | -0.9% | nt
55. O=C(Nc1ccc2c(c1)OCCO2)c1cc(-c2ccccn2)nc2ccc(Br)cc12
→ -28% | 4% | -1% | 13µM* | 1% | -3.2% | nt
56. COc1ccc(C(=O)NC2=C(C#N)CCC2)cc1OC
→ 19%[46.1 µM] | 0% | 0% | 20%[38.3 µM] | 11% | 0.0% | -5%
57. CC1CCc2nc(NC(=O)Nc3ccc4c(c3)OCO4)sc2C1 (centres undefined)
→ ? | nt | 15% | nt | -3% | 0.0% | -25%
58. C=CCCC(=O)Nc1nc(C)c(-c2csc(Nc3cc(Cl)ccc3OC)n2)s1
→ -11%[46.1 µM] | -4% | -8% | 17%[38.3 µM] | -17% | -0.3% | 1%
59. Cn1c(=O)oc2cc(S(=O)(=O)NCCN3CCN(c4ccccc4)CC3)ccc21
→ -8%[46.1 µM] | -2% | 4% | 5%[38.3 µM] | -9% | -1.0% | -3%
60. Cc1ccc(-c2csc3ncn(CC(=O)N4CCOCC4)c(=O)c23)cc1
→ 3%[46.1 µM] | 0% | 4% | 0%[38.3 µM] | -3% | -2.6% | 7%
